PGE2 EP2 inh – EP2 receptor (human) inhibition; P43116; C6 glioma cells expressing human EP2, cAMP TR-FRET; cells stimulated with saturating PGE2; inhibition, % at 25 µM; 260,000 tested, 0.52% active; AID 1422;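 active means percent inhibition above 40 after rounding to a whole number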;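 further: rat C6 glioma host cells with rolipram phosphodiesterase inhibitor present; the protocol text gives 20 µM as final concentration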
TRPN1 ag – activates the zebrafish TRPN1 channel | HEK293 zebrafish TRPN1-YFP, Fluo-8 calcium fluorescence; 100% = response to 87 µM carbachol | activation, % at 3 µM | 220,000 tested, 0.18% active | AID 1424;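 active means activation above its plate's cutoff, the mean activation of test wells on that plate plus 3 SD, cut at about 19% in these data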;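 further: 0% = DMSO alone and 100% = 87 µM carbachol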
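Material: zebrafish TRPN1-YFP in HEK293 cells. Doses: one dose of 3 µM, 0.3% DMSO. Incubation: dye 1 h 37 °C plus 30 min RT. Measured by: intracellular calcium fluorescence with Fluo-8.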
TRPML3 ag – agonists of human TRPML3 channel; HEK293 TRPML3-YFP, Fluo-8 calcium fluorescence; 100% = the carbachol control signal; activation, % at 3 µM; 220,000 tested, 0.29% active; AID 1448;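 active means activation above its plate's cutoff, the mean activation of the plate's test wells plus 3 SD, cut at about 12% in these data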;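 further: 0% = DMSO only wells and 100% = carbachol wells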
Target sequence (Q8TDD5 whole entry, looked up): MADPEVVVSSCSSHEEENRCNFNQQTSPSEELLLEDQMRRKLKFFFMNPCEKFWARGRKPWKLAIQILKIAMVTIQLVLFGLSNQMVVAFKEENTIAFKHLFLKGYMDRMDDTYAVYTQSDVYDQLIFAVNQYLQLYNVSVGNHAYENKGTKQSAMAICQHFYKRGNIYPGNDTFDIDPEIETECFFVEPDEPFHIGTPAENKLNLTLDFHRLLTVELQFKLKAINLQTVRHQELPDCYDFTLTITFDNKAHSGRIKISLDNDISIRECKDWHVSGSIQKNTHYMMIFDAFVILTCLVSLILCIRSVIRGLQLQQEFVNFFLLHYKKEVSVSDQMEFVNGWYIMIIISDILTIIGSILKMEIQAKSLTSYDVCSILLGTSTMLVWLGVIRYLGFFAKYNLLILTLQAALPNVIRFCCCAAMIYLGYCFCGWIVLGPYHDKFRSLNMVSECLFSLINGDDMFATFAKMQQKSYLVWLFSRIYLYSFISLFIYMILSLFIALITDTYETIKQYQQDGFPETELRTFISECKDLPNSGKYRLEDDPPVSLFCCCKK
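Test system: HEK293 cells stably carrying human TRPML3-YFP; Doses: single dose, 3 µM final nominal compound, 0.3% DMSO final; Schedule: dye loading 1 h 37 °C then 30 min ambient, 125 s read; Technique: Fluo-8 calcium fluorescence; Benchmarks: high control carbachol 87 µM, low control DMSO.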
EP2 mod – modulates human prostaglandin E2 receptor EP2 signaling | P43116 | EP2-expressing cells, cAMP HTRF FRET, PGE2 co-stimulation | induction, % at 25 µM | 260,000 tested, 0.83% active;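 active means compounds whose cAMP rise, as percent of the full-agonist control response, exceeds 60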;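 further: rat C6 glioma line stably carrying human EP2 under a CMV promoter; the protocol text gives 20 µM as final concentration; 100% = response of wells given 1 µM PGE2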
PPC-1+TRAIL kill – PPC-1 cancer cell killing with TRAIL present; AID 1443; 220,000 tested, 0.41% active; PPC-1 cells + TRAIL, ATPLite viability luminescence; cell killing (% activity), % at 4 µM;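 active means cell killing above 50% in the first pass at 4 µM, then a duplicate retest at 5 µM averaging 50% or more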;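 further: plate controls were cells with TRAIL plus DMSO for no effect and medium-only wells lacking cells for full effect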
CHOP inh – blocks CHOP induction under ER stress | inhibition, % at 10 µM | CHO-K1 CHOP-promoter luciferase, tunicamycin-induced, 15-18 h | 220,000 tested, 3.8% active;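 active means compounds that reduced the stress-induced luciferase reporter signal by more than about 70% of percent inhibition, limit read from the data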;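 further: 0% = tunicamycin plus vehicle and 100% = wells without tunicamycin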
NPY Y1 blocker – antagonists of human neuropeptide Y receptor Y1 | inhibition, % at 3.6 µM | HEK293-CNG Y1 cells, membrane potential fluorescence; NPY at EC95, then isoproterenol | P25929 | 200,000 tested, 1% active;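 active means inhibition above the campaign mean inhibition of all tested compounds plus 3 SD, cut at about 20% in these data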;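 further: 0% = DMSO wells given NPY plus isoproterenol and 100% = isoproterenol alone without NPY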
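Material: HEK293 cells co-expressing NPY Y1 receptor and cyclic-nucleotide gated channel. Timing: compound incubation 1 h at room temperature, readout 45 min post-stimulation. Signal: fluorescence, membrane potential probe.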
14-3-3 Bad inh – disrupts binding of bovine 14-3-3 zeta to phospho-Bad peptide. AID 781. inhibition, % at 21.7 µM. TR-FRET 14-3-3zeta/Dy647-pBad peptide displacement, 1 h. P63103. 220,000 tested, 0.71% active;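 active means inhibition above about 70%, limit read from the data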;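 further: 0% = full 14-3-3 plus peptide FRET controls and 100% = background without 14-3-3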
Target sequence (P63103 whole entry, looked up): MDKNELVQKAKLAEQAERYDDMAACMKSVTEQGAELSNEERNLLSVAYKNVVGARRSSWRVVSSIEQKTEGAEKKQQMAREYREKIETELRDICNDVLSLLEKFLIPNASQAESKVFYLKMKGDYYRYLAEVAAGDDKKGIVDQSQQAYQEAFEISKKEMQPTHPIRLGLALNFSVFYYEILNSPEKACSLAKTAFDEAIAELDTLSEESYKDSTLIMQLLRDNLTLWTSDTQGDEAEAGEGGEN
NPY1 pot ag – potentiators or agonists of human neuropeptide Y receptor Y1 | P25929 | NPY-Y1 expressing cells, potentiator/agonist activation | activation, % at 3.6 µM | 220,000 tested, 0.37% active; in the data active means activation above about 33%, passing the limit was not always enough;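 further: cells stimulated with NPY at EC10 then isoproterenol at EC100; 0% = low agonist plus stimulus and 100% = saturating agonist plus stimulus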
Starred values were filed as active, the others as inactive; x = no result given; & = joins results of further samples; [ ] = another dose, or the depositor's remark. Only part of the results is shown, so the mix of outcomes need not match the whole.

Each structure is followed by: TRPN1 ag, CHOP inh, NPY Y1 blocker, NPY1 pot ag, 14-3-3 Bad inh, TRPML3 ag, EP2 mod, PPC-1+TRAIL kill, PGE2 EP2 inh
- CCN(CC)S(=O)(=O)c1cccc(C(=O)N/N=C(\C)c2cccs2)c1
→ -0.5, -5, -1, -3, -2, 0.4, -16, 34, 5
- CCn1ccnc1CN(C)Cc1nc(Cc2cccc(C(F)(F)F)c2)no1
→ 0.3, 0, -3, -8, -10, -0.1, -27, 9, 7
- Cc1ccc(C(c2nnnn2C2CCCC2)N2CCN3CCCC3C2)cc1 (centres undefined)
→ 0.2, 24, 7, 20, 1, 0.7, -17, 19, 2
- COc1ccc(Cl)cc1Nc1nc(-c2sc(NC(=O)C(C)(C)C)nc2C)cs1
→ 1.1, 27, -3, 9, 19[fluorescence artefact?], 1.1, 9, 6, 13
- Cc1cc(N/N=C/c2ccc(O)c(C)c2O)nc(-c2ccccc2O)n1
→ 1.9, 107*, -9, 25, 26, 0.8, -7, 64*, 91*
- O=[N+]([O-])c1ccc(-c2ccc(/C=N/Nc3nc(N4CCCC4)nc(N4CCCC4)n3)o2)cc1
→ 1.6, 40, 7, 13, 0, 0.8, -22, 19, 5
- CCc1nnc(NC(=O)CSc2nnc(COc3ccc(C#N)cc3)n2-c2ccccc2)s1
→ 0.1, 19, -5, 5, -8[fluorescence artefact?], -0.1, -5, 2, 9
- COc1ccc(S(=O)(=O)Nc2ccc(N3CCOCC3)nc2)cc1
→ 1.2, 11, -3, -4, 2, 0.7, -8, 11, 8
- Cc1ccc(-c2csc(NC(=O)CCNC(=O)c3ccco3)n2)cc1
→ -1.1, 25, -1, -6, 3, 0.5, -46, -2, 11
- COc1ccc(-c2csc(NNC3=NCCCCC3)n2)cc1
→ 1.0, 46, 0, -3, -5, -0.3, -50, 11, 7
- CC(C)Oc1ccc(C2CC(=O)N(c3cccc(C(=O)O)c3)C2=O)cc1 (centres undefined)
→ -0.8, -31, 10, -5, 11, 1.2, 21, 14, 7
- c1ccc2c(c1)CCCN2Cc1nnnn1CC1CCCO1 (centres undefined)
→ 3.2, 16, 0, 21, -17, 1.1, 25&7, -10, 1&14
- CCC(c1nnnn1Cc1ccc(F)cc1)N(CCCO)Cc1cc2cc3c(cc2[nH]c1=O)OCO3 (centres undefined)
→ 0.0, -6, 4, -13, 11, -0.2, 14, -2, 2
- Cc1nnc(SCc2cc(=O)[nH]c(N3CCN(Cc4ccccc4)CC3)n2)s1
→ 1.5, 40, 4, -8, 5, 0.5, -10, 19, 9
- CCOC(=O)CCCNC(=O)COC(=O)c1cccc(C)c1O
→ -1.2, 38, 3, -1, -13, 0.3, 11, 15, 10
- Cc1nc2c(n1O)CCC/C2=N\O
→ 0.2, -24, -2, 7, -12[fluorescence artefact?], 0.5, 24, 15, 6
- Cc1cnc(C)c(N2CCC(C(=O)NCc3ccco3)CC2)n1
→ 2.0, -11, 1, -6, -3, 0.9, 17, 4, 13
- O=C(Cn1cc(C(F)(F)F)cc(Cl)c1=O)Nc1cc(Cl)cc(Cl)c1
→ -0.1, 13, -2, -2, -8, 0.9, -21, 9, 7
- COc1ccc(Oc2c(Cl)cnn(-c3ccc(C)cc3)c2=O)cc1
→ -0.8, -13, -8, 27, 0, -1.5, 13, 16, 12
- COc1ccccc1NC(=S)NC(NC(=O)C(C)C)C(Cl)(Cl)Cl (centres undefined)
→ 0.5, -17, 14, 6, 4, 0.5, 8, -3, 8
- O=c1c(Cl)c(Cl)cnn1-c1ccccc1
→ -1.2, 101*, 7, 10, -2[fluorescence artefact?], 0.0, 11, 28, 11
- O=C1C2C3c4ccccc4C(c4ccccc43)C2C(=O)N1Cc1ccccn1 (centres undefined)
→ -0.7, -10, 5, 8, -2, 0.5, 11, 3, 19
- CC(C)(C)NC(=S)NCc1ccncc1
→ 0.9, 8, 5, -8, -5, 0.8, 0, 12, 5
- CC(=O)Nc1cccc(C(=O)OCc2ccccc2)c1
→ 0.5, 28, -5, -18, 4, 0.4, -14, 16, 12
- Cc1ccc(CNC(=O)CCSCCC(=O)NCc2ccc(C)cc2)cc1
→ -1.7, 18, 3, 0, -3, 0.1, -7, 14, 11
- N#C/C(=C\c1ccccc1)C(=O)Nc1nncs1
→ 0.6, -4, x, 14, -7, 0.7, -3, -21, 8
- Cc1ccc(S(=O)(=O)N2CN(Cc3ccco3)c3nc4ccccc4nc32)cc1C
→ 2.1, 55, 3, 4, 6, 0.4, 11, -26, 13
- COC(=O)c1cccc(NC(=S)NCc2ccc(F)cc2)c1
→ 5.5, 4, 8, -11, -9, 2.6, -62, 4, 13
- COCCn1c(=O)[nH]c2cc(C(=O)N3CCN(c4ccccc4OC)CC3)ccc2c1=O
→ -0.2, -9, 1, 7, -4, 0.0, -10, 17, 11
- Cc1ccc(CNC(=O)Nc2ccc(C)cc2)cc1
→ 0.0, -10, 1, 3, -4, 0.2, -34, 15, 8
- Cc1ccc(-c2nn3c(C)nnc3c3ccccc23)cc1S(=O)(=O)NC(C)c1ccccc1 (centres undefined)
→ -1.5, -11, 4, -8, -1, -0.2, 27, 4, 5
- C=CCn1c(SCC(=O)N2CCOCC2)nc2scc(-c3ccco3)c2c1=O
→ 2.0, 23, 0, 17, 4, 0.5, 10, -9, 3
- Cc1cc(C)c2c(n1)nn1c(NCCCN3CCOCC3)cc(C)nc21
→ 0.8, x, -1, -13, x, 0.4, x, x, x
- COc1cccc(CNC(=O)Cc2ccc(-n3c(=O)[nH]c4ccccc4c3=O)cc2)c1
→ -0.5, 30, 3, -9, -12[fluorescence artefact?], 0.3, -4, 16, 5
- CCOc1ccc(CNC(=O)C(CC)n2nc(C)n3c(cc4occc43)c2=O)cc1OC (centres undefined)
→ -0.7, 18, -2, -7, 0, -0.8, 10, 12, 22
- CCc1cc2c(SCC(=O)NC(=O)c3cccn3C)ncnc2s1
→ -1.1, 35, 0, 6, -20, 1.7, -42, 5, 11
- Cc1nc([N+](=O)[O-])c(Br)n1CC(=O)c1ccccc1
→ 1.4, -97, 15, -35, 2, 0.4, 3, 23, 11
- Cc1ccc(-n2nc(C)cc2N)c(C)c1
→ 0.3, 15, -4, 11, -7, 0.5, 18, -2, 6
- O=C1N/C(=C\c2ccsc2)C(=O)N1Cc1ccc(F)cc1
→ 0.4, 1, 0, 8, -1, 0.7, -3, 1, 13
- O=C(COC(=O)CNC(=O)c1ccc(Br)o1)Nc1ccc2c(c1)OCCO2
→ 0.0, 1, 11, 12, 6, 0.8, -3, 16, 19

3 compounds picked at random from the list so far:
Each structure is followed by: TRPN1 ag, CHOP inh, NPY Y1 blocker, NPY1 pot ag, 14-3-3 Bad inh, TRPML3 ag, EP2 mod, PPC-1+TRAIL kill, PGE2 EP2 inh
- O=C1N/C(=C\c2ccsc2)C(=O)N1Cc1ccc(F)cc1
→ 0.4, 1, 0, 8, -1, 0.7, -3, 1, 13
- O=C(COC(=O)CNC(=O)c1ccc(Br)o1)Nc1ccc2c(c1)OCCO2
→ 0.0, 1, 11, 12, 6, 0.8, -3, 16, 19
- Cc1ccc(C(c2nnnn2C2CCCC2)N2CCN3CCCC3C2)cc1 (centres undefined)
→ 0.2, 24, 7, 20, 1, 0.7, -17, 19, 2

One compound at a time, from the list above. Order of screens: TRPN1 ag	CHOP inh	NPY Y1 blocker	NPY1 pot ag	14-3-3 Bad inh	TRPML3 ag	EP2 mod	PPC-1+TRAIL kill	PGE2 EP2 inh
Listed for CC(=O)Nc1cccc(C(=O)OCc2ccccc2)c1 = 0.5	28	-5	-18	4	0.4	-14	16	12
Listed for Cc1ccc(-n2nc(C)cc2N)c(C)c1 = 0.3	15	-4	11	-7	0.5	18	-2	6
Listed for COCCn1c(=O)[nH]c2cc(C(=O)N3CCN(c4ccccc4OC)CC3)ccc2c1=O = -0.2	-9	1	7	-4	0.0	-10	17	11

Following part
Each structure is followed by: TRPN1 ag, CHOP inh, NPY Y1 blocker, NPY1 pot ag, 14-3-3 Bad inh, TRPML3 ag, EP2 mod, PPC-1+TRAIL kill, PGE2 EP2 inh
- CC1(C)CC(=O)C2=C(C1)Nc1ccccc1NC2c1nc2ccccc2[nH]1 (centres undefined)
→ -0.3, 15, -4, -8, 3, 0.3, 19&-26, 27, 7&6
- O=C(N=Nc1c(O)n(C2OC(=O)c3ccccc32)c2ccccc12)c1ccc(O)cc1 (centres undefined)
→ -0.4, 78*, 0, 5, 2, 0.8, 13, 40, x
- Cc1cc(C(=O)NC(C)C)on1
→ 0.9, -6, 0, 21, 2[fluorescence artefact?], 0.7, 6, 6, 4
- COc1ccc(OC)c(NC(=O)CSc2nnc(C)n2Cc2ccccc2)c1
→ 0.8, -37, 1, -10, 5, 0.0, 18, 10, 11
- Cc1ccc(-c2cc(=O)c3ccc(F)cc3[nH]2)cc1
→ -0.3, 1, -2, -6, 4, -0.1, -6, 10, 4
- CCC(=O)N(CC)c1nc(-c2cc(OC)ccc2OC)cs1
→ -0.6, 35, -2, 13, -5[fluorescence artefact?], -0.8, 78*, 21, 7
- Cc1sc(N/N=C/c2cccs2)nc1-c1ccccc1
→ -0.2, -21, -3, -10, -9[fluorescence artefact?], 0.3, -12, 16, 7
- Cc1cccc(NC(=O)Cn2c(=O)n(CCC(=O)NC3CCCC3)c(=O)c3ccccc32)c1
→ 0.4, 16, -1, -1, 3, 0.4, 1, 1, 9
- COCCN(CC(=O)NCc1ccc(OC)cc1)C(=O)CCC(=O)Nc1nccs1
→ -0.1, -22, 1, -2, -11, 0.7, 4&45, -10, 12&4
- COc1ccc(NC2c3ncccc3C(=O)N2Cc2cccs2)cc1 (centres undefined)
→ -0.1, -10, 7, 6, 3, -0.6, 18, 16, 6
- NC(=O)c1cc(Br)cc(C2CCCCC2)c1O
→ -1.4, 19, x, 6, -1, 0.6, -6, 8, 11
- O=C(CCc1nc2ccccc2s1)OCc1ccccc1
→ -3.8, 21, 5, -29, 2[fluorescence artefact?], -0.3, 2, 3, 7
- CCOC(=O)c1c(NC(=O)c2nn(CC)cc2Br)sc2c1CCCCC2
→ 0.1, 6, -3, -3, -3, 0.7, 41, -6, 3
- CC(=O)NS(=O)(=O)c1ccc(NC(=O)c2cc(-c3cccs3)nc3ccccc23)cc1
→ 1.4, -10, -1, -21, 4, 0.4, 5, 10, 3
- COc1ccc(/C(O)=C2/C(=O)C(=O)N(CCN(C)C)C2c2ccccn2)cc1OC (centres undefined)
→ 0.5, 19, 0, -9, -15, 0.6, 31, 10, 9
- COc1ccccc1N(CC(O)COc1ccccc1)S(=O)(=O)c1ccccc1 (centres undefined)
→ -2.1, 5, 6, 6, 1, -0.4, 34, 13, 17
- CCOC(=O)C1(Cc2cccc(F)c2)CCN(Cc2cn(CC)nc2C)CC1
→ -0.3, 13, -2, -1, -5, 1.7, 3, -3, 4
- Cc1cccc(NC(=O)C23CCC(C)(C(=O)O2)C3(C)C)c1 (centres undefined)
→ -2.3, 0, 2, -10, -4, 0.7, 10, 16, 3
- CC(C)CSc1nc2c(c(=O)[nH]c(=O)n2C)n1CC(O)COc1cccc2ccccc12 (centres undefined)
→ 1.1, 80*, 7, 1, 23, 0.1, 36, 31, 15
